Screening data deposited in PubChem by several laboratories.
HEK293 NOD2/NF-kB – inhibition of NOD2-driven NF-kB reporter – cell-based, luminescence, uHTS, HEK293 (AID 1566); HEK293 NOD2/NF-kB luciferase reporter, luminescence; higher % means a stronger effect; one-dose inhibition, % at 4 µM; EC50 in µM for titrated hits; hit rate 0.63% among 290,000; also: many of its hits are not listed in these tables
KOR beta-arrestin-1 – kappa opioid receptor blockers – cell-based, luminescence, uHTS (AID 1778) | hit rate 0.091% among 290,000 | KOR beta-arrestin recruitment, luminescence, antagonist mode; higher % means a stronger effect | inhibition, % at 10 µM; hits with a dose series show IC50 in µM; also: strong numbers were not always called active
HIV peptide binding – cell-free HIV fusion peptide-binding blockers – biochemical, uHTS, fluorescence dequenching, primary screen (AID 1986) | cell-free peptide binding, fluorescence dequenching, 30 min; higher % means a stronger effect | inhibition, % at 20 µM, or IC50 in µM where a hit was titrated | hit rate 0.3% among 290,000; in the data active = inhibition mostly above about 52%, no sharp cut-off; inactive = mostly below about 76%; also: some results filed as inactive read as strong as hits
SIAH1 antagonists – blockers of Siah-1 interaction with plectin peptide – biochemical, fluorescence polarization, rhodamine-plectin, uHTS, primary screen (AID 1817); Siah-1 / rhodamine-plectin peptide fluorescence polarization; higher % means a stronger effect; displacement, % at 20 µM, or IC50 in µM where a hit was titrated; hit rate 0.02% among 290,000;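 active = displacement of at least 50% at 20 µM, with a fluorescence ratio check between 0.3 and a set limit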;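 also: plate controls were Siah plus tracer with DMSO for no effect and tracer alone without Siah for full effect; strong numbers were not always called active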
Salmonella PhoP GFP – PhoP-dependent GFP reporter repression – Salmonella Typhimurium, primary screen (AID 1863); hit rate 0.16% among 300,000; inhibition, % at 50 µM, or IC50 in µM where a hit was titrated; S. Typhimurium PhoP-regulated promoter GFP reporter, 4 h; higher % means a stronger effect;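 active = inhibition over 29.93%, a cutoff 3 SD above the screen mean, later confirmed by dose response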;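 also: 0% = low Mg2+ inducing control and 100% = high Mg2+ repressing control; strong numbers were not always called active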
NOD1 inhibition – inhibition of NOD1-driven NF-kB reporter – cell-based, luminescence, uHTS, primary screen (AID 1578); inhibition, % at 4 µM, or EC50 in µM where a hit was titrated; NOD1-driven NF-kB luciferase reporter cells, luminescence; higher % means a stronger effect; hit rate 1% among 290,000; in the data active = inhibition mostly above about 36%, no sharp cut-off; inactive = mostly below about 34%;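 also: HEK-293T reporter cells stimulated with the NOD1 agonist gamma-tri-DAP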
KOR beta-arrestin-2 – KOR agonists, beta-arrestin recruitment, primary screen, cell-based, luminescence, uHTS (AID 1777); KOR beta-arrestin recruitment, luminescence; higher % means a stronger effect; activation, % at 10 µM, or EC50 in µM where a hit was titrated; hit rate 0.02% among 280,000; in the data active = activation above about 50%, passing the limit was not always enough; also: a part of the inactive calls stands beside numbers as strong as those of hits
LYP phosphatase – inhibitors of LYP phosphatase, biochemical, fluorescence intensity, uHTS (AID 1779). hit rate 0.054% among 290,000. inhibition, % at 11.5 µM; hits with a dose series show IC50 in µM. recombinant LYP phosphatase, fluorescence intensity; higher % means a stronger effect;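 also: plate controls were vehicle with enzyme for no effect and no enzyme for full effect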
Myeloid diff 2 – compounds promoting myeloid differentiation; ER-HoxA9 myeloid progenitors, lysozyme-GFP differentiation, flow cytometry; calls only at 10 µM; hit rate 1% among 360,000; AID 624256;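 active = normalized GFP-positive differentiation at or above the plate's own cutoff, the solvent-only control mean plus 3 SD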;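 also: cells exposed to compound for four days before flow analysis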
Myeloid diff 2 GFP+ MAC1+ % – recorded beside Myeloid diff 2, whose call it bears; GFP+ MAC1+ double positive, %; measured here: differentiation confirmed by MAC1 staining
Starred values were filed as active, the others as inactive; i = inactive; . = not tested or not shown; & = joins results of further samples; [ ] = dose if it differs, or a comment. Rule as the data show it, unless noted: active = inhibition above about 50%; inactive = the rest.

#	mol	NOD1 inhibition	KOR beta-arrestin-2	HIV peptide binding	HEK293 NOD2/NF-kB	Myeloid diff 2 GFP+ MAC1+ %	SIAH1 antagonists	Myeloid diff 2	Salmonella PhoP GFP	KOR beta-arrestin-1	LYP phosphatase
1	COc1ccc(CN2CCC(N3CC(C)OC(C)C3)CC2)c(OC)c1OC (stereo not drawn)	-17%	-1.8%	1.1%	-6%	0.3	1%	i	-5%	-31%[20 µM]	-1%
2	CCc1nnc(NC(=O)c2ccc(NC(=O)C(C)C)cc2)s1	-40%	-2.3%	0.5%	-16%	0.6	18%	i	3%	-6%	-2%
3	CCCSc1nc2c(c(=O)n(C)c(=O)n2C)n1C	-4%	-4.0%	-1.1%	15%	0.4	2%	i	-2%	28%	-4%
4	CCCOC(=O)/C=C/c1c(C)[nH]c(=O)[nH]c1=O	17%	-3.6%	1.2%	17%	1.5	6%	i	14%	27%	-12%
5	Cc1ccc(C(=O)N/C(=C/c2ccco2)C(=O)NCC2CCCO2)cc1 (stereo not drawn)	-24%	11%	13%	-3%	0.2	0%	i	-1%	-2%	-5%
6	CC(=O)Nc1nc(C)nc(C)c1C(C)=O	-9%	-2.9%	-1.3%	9%	0.4	-2%	i	8%	32%	-5%
7	Cn1c(SCC(=O)Nc2cccc(S(=O)(=O)NC3=NCCCCC3)c2)nnc1-c1ccncc1	-31%	-2.3%	-0.1%	9%	0.3	2%	i	-4%	14%	-3%
8	CCN1C(=O)c2ccccc2S(=O)(=O)c2ccc(C(=O)NCC(OC)OC)cc21	-3%	-3.7%	-1.3%	-16%	1.3	5%	i	3%	30%	-4%
9	COC(=O)c1cc(=O)[nH]c(SCc2cccc(C)c2)n1	-22%	-0.5%	1.6%	13%	1.3	10%	i	0%	16%	-6%
10	CN(C)CCNC(=O)COc1ccc(Cl)cc1Cl	-33%	1.6%	0.4%	14%	0.2	4%	i	7%	10%	-6%
11	CC(=O)N1CCC2(CC1)C/C(=N\NC(=S)Nc1ccc(C)cc1)c1cc(O)ccc1O2	-25%	-5.7%	-6.2%	12%	0.2	0%	i	7%	36%	3%
12	COCC(C)NCc1ccccc1C (stereo not drawn)	-4%	-0.8%	1.2%	-1%	1.0	-1%	i	3%	-29%	0%
13	Cn1nccc1C(=O)N1CCN(S(=O)(=O)c2ccc(Br)s2)CC1	-19%	-0.1%	-1.2%	0%	4.4	-1%	i	-1%	12%	-6%
14	CC(C)(C)c1ccc(-c2nc(C#N)c(NCCCn3ccnc3)o2)cc1	-6%	13%	-1.3%	26%	0.4	-7%	i	7%	-18%	-14%
15	CC(=O)Oc1ccccc1C(=O)Oc1ccc(/C=N/n2cnnc2)cc1	11%	7.4%	2.4%	6%	0.8	3%	i	6%	13%	-7%
16	O=C1CS/C(=N\N=C\c2ccco2)N1c1ccccc1	-10%	-0.7%	20%	-14%	0.4	38%	i	.	10%	0%
17	O=C(c1cccc(S(=O)(=O)NCCOc2ccccc2)c1)N1CCN(c2ncccn2)CC1	-7%	4.1%	0.4%	5%	2.3	4%	i	0%	-15%	-1%
18	NC1=NC(c2ccc(Br)cc2)n2c(nc3ccccc32)N1 (stereo not drawn)	-12%	-0.7%	-2.7%	-7%	2.3&0.7	-5%	i	19%	6%	0%
19	OCCC1CN(CC2CCCCC2)CCN1C1CCCC1 (stereo not drawn)	-15%	-3.9%	-0.5%	-30%	0.6	-2%	i	10%	-16%[20 µM]	-7%
20	COc1ccccc1NC(=O)c1ccc(S(=O)(=O)N2CCOCC2)cc1	-22%	-3.8%	1.2%	0%	1.0	7%	i	11%	10%	-5%
21	COc1ccc(C)cc1NC(=S)N1CCN(c2ncccn2)CC1	-28%	-5.6%	-1.3%	-4%	0.3	6%	i	-5%	5%	-2%
22	O=c1c([N+](=O)[O-])c(NC2CCCCC2)c2ccccc2n1-c1ccccc1	-18%	0.8%	-1.4%	23%	11	-2%	i	4%	0%	-2%
23	CCOc1ccc(CN2CCN(Cc3cccc4nonc34)CC2CCO)cc1 (stereo not drawn)	-32%	-1.0%	1.2%	-9%	0.3	4%	i	2%	-2%	-6%
24	CCC(=O)Nc1nc2ccc(S(C)(=O)=O)cc2s1	-26%	-5.3%	0.1%	13%	0.9	9%	i	7%	-10%	-3%
25	O=C(CCc1ccccc1)Nc1nncs1	12%	3.0%	-3.3%	6%	1.6	1%	i	15%	-3%	-8%
26	CCC(C)NC(=O)C1CCN(C(=O)COc2ccc3c4c(c(=O)oc3c2C)CCCC4)CC1 (stereo not drawn)	-5%	6.8%	1.5%	9%	1.1	-3%	i	-2%	-7%	-8%
27	CCc1nnc(NC(=O)CCC(=O)N2CCN(C3c4ccccc4-c4ccccc43)CC2)s1	6%	7.3%	2.2%	9%	0.4	8%	i	-14%	-9%	0%
28	COCCNC(=S)N(c1ccccc1)C(C)C	-8%	-3.6%	-2.7%	10%	0.5	-3%	i	1%	18%	-5%
29	O=C(CCNS(=O)(=O)c1cccc2nonc12)NCCc1ccc(Cl)cc1	.	2.7%	-2.7%	4%	0.6	-1%	i	-7%	12%	3%
30	CCOC(=O)c1ccc(CSc2nncn2N)o1	-13%	-4.8%	-0.7%	-9%	0.8	0%	i	0%	8%	-5%

Among those listed so far, these have two or more sulfur atoms:
#	mol	NOD1 inhibition	KOR beta-arrestin-2	HIV peptide binding	HEK293 NOD2/NF-kB	Myeloid diff 2 GFP+ MAC1+ %	SIAH1 antagonists	Myeloid diff 2	Salmonella PhoP GFP	KOR beta-arrestin-1	LYP phosphatase
7	Cn1c(SCC(=O)Nc2cccc(S(=O)(=O)NC3=NCCCCC3)c2)nnc1-c1ccncc1	-31%	-2.3%	-0.1%	9%	0.3	2%	i	-4%	14%	-3%
13	Cn1nccc1C(=O)N1CCN(S(=O)(=O)c2ccc(Br)s2)CC1	-19%	-0.1%	-1.2%	0%	4.4	-1%	i	-1%	12%	-6%
24	CCC(=O)Nc1nc2ccc(S(C)(=O)=O)cc2s1	-26%	-5.3%	0.1%	13%	0.9	9%	i	7%	-10%	-3%

Returning to the listing with the 5 entries that preceded the break.
#	mol	NOD1 inhibition	KOR beta-arrestin-2	HIV peptide binding	HEK293 NOD2/NF-kB	Myeloid diff 2 GFP+ MAC1+ %	SIAH1 antagonists	Myeloid diff 2	Salmonella PhoP GFP	KOR beta-arrestin-1	LYP phosphatase
26	CCC(C)NC(=O)C1CCN(C(=O)COc2ccc3c4c(c(=O)oc3c2C)CCCC4)CC1 (stereo not drawn)	-5%	6.8%	1.5%	9%	1.1	-3%	i	-2%	-7%	-8%
27	CCc1nnc(NC(=O)CCC(=O)N2CCN(C3c4ccccc4-c4ccccc43)CC2)s1	6%	7.3%	2.2%	9%	0.4	8%	i	-14%	-9%	0%
28	COCCNC(=S)N(c1ccccc1)C(C)C	-8%	-3.6%	-2.7%	10%	0.5	-3%	i	1%	18%	-5%
29	O=C(CCNS(=O)(=O)c1cccc2nonc12)NCCc1ccc(Cl)cc1	.	2.7%	-2.7%	4%	0.6	-1%	i	-7%	12%	3%
30	CCOC(=O)c1ccc(CSc2nncn2N)o1	-13%	-4.8%	-0.7%	-9%	0.8	0%	i	0%	8%	-5%
31	C=CCNC(=O)c1onc(CSc2cccc3ccccc23)c1C(=O)O	41%	-1.4%	15%	-35%	2.0	5%	i	-17%	-6%	-6%
32	O=C(Nc1sc2c(c1C(=O)O)CCC2)C(=O)N1CCOCC1	-4%	1.0%	7.9%	17%	4.5	1%	i	-1%	0%	-11%
33	COc1ccccc1N1CCN(S(=O)(=O)CCNC(=O)c2ccc(Br)o2)CC1	-22%	1.1%	-1.6%	18%	1.8	-2%	i	1%	-11%	-13%
34	Cc1cc(O)c(/C=N/Nc2cccc(Cl)c2)c(=O)o1	.	1.1%	-2.4%	-82%	0.9	-2%	i	-7%	-11%	1%
35	CC(C)(C)c1ccc(C(=O)NCCOc2ccccc2)cc1	16%	4.6%	0.3%	-49%	0.6	8%	i	5%	-22%	-4%
36	COc1cc(OC)cc(C(=O)NNC(=O)Cc2ccc(OC)c(S(=O)(=O)N3CCOCC3)c2)c1	-11%	1.4%	-0.4%	-3%	0.2	0%	i	-5%	-22%	-7%
37	C/C(=C1/SC(N2CC(C)OC(C)C2)=NC1=O)c1ccccc1 (stereo not drawn)	-16%	-2.1%	-0.9%	3%	0.6	3%	i	-8%	10%	-8%
38	Nc1nc2n(n1)C(c1cccs1)CC(c1ccccc1)N2 (stereo not drawn)	2%	-0.8%	1.2%	11%	0.4	-2%	i	-11%	5%	-9%
39	Cc1onc(-c2ccc(Cl)cc2Cl)c1-c1csc(COc2ccccc2)n1	14%	0.4%	1.2%	14%	1.3	-1%	i	-8%	1%	0%
40	CCOC(CCNC(=O)c1cn(C)c(=O)c2c1c1ccccc1n2C)OCC	-6%	-3.0%	-0.8%	3%	0.5	2%	i	-10%	-21%	-4%
41	CC(C)(C(=O)N[C@H](CO)c1ccccc1)C(=O)N[C@H](CO)c1ccccc1	95%*	0.5%	-0.6%	-14%	0.3	-8%	i	10%	-8%[20 µM]	-11%
42	Cc1ccc(CCNC(=O)Cn2cccc2)cc1	-1%	-2.5%	2.6%	3%	6.0	6%	i	-9%	-11%	-9%
43	CC(=O)Nc1ccc(NC(=O)COC(=O)C2c3ccccc3Oc3ccccc32)cc1	-28%	-0.7%	-0.9%	3%	0.5	0%	i	-5%	-8%	7%
44	COc1ccccc1NC(=S)N1CCN(C(c2ccccc2)c2ccccc2)CC1	-3%	0.9%	-2.1%	1%	1.4	-10%	i	2%	9%	-2%
45	CCN(CC(=O)Nc1c(F)cccc1F)C(=O)c1n[nH]c2ccccc12	-22%	3.6%	-1.1%	1%	0.0	6%	i	3%	2%	-11%
46	CCc1ccc(/C=C2\C(=N)N3N=C(CC(=O)N4CCCCC4)SC3=NC2=O)cc1	-2%	-0.2%	6.0%	17%	1.0	-4%	i	-3%	-15%	-5%
47	CC(=O)Nc1ccc(-c2nnc(SCC(=O)Nc3ccc4c(c3)oc3ccccc34)n2C)cc1	19%	-0.5%	-2.2%	-53%	1.3	0%	i	-2%	-23%	-4%
48	COC(=O)C1CCN(C(c2ccc(OC)c(OC)c2)c2sc3nc(C)nn3c2O)CC1 (stereo not drawn)	-17%	-3.4%	0.9%	-2%	1.5	4%	i	12%	21%	-1%
49	CC1=C(C(=O)Nc2ccccn2)C(c2ccc(Br)cc2)NC(=S)N1 (stereo not drawn)	-38%	4.6%	-0.8%	-5%	1.1	4%	i	-23%	-11%	-2%
50	O=C(O)c1ccc(Nc2ncnc3ccccc23)cc1	-6%	2.8%	0.5%	-6%	0.2	4%	i	-3%	-33%	-5%
51	Cc1c(Cl)cccc1NC(=O)Nc1cccnc1	-6%	0.0%	0.2%	14%	4.0	-2%	i	4%	8%	-6%
52	Nc1cc(-c2cccc([N+](=O)[O-])c2)[nH]n1	-18%	-0.4%	1.6%	-2%	0.1	1%	i	10%	22%	-4%

Some of the compounds tested (hit frequency here may not be typical).
